High-throughput results: PubChem BioAssay, several laboratories
KLK5 inh = human KLK5 protease inhibitors, primary screen, biochemical, 1536-well; inhibition, % at 5 µM; hit rate 0.59% among 210,000; Kallikrein-5 (Homo sapiens), Q9Y337; recombinant hK5, fluorogenic AMC substrate cleavage;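 active means inhibition of 40% or more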;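 further: 0% = enzyme controls without compound and 100% = no-enzyme blanks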
Target sequence (Q9Y337 67-293 limits assumed): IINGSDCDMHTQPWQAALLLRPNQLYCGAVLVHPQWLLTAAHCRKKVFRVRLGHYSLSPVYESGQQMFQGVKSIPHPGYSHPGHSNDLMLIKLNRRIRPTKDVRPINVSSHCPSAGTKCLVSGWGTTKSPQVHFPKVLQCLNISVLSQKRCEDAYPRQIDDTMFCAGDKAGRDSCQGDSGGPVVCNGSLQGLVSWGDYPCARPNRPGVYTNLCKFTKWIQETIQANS
eIF4E 4G PPI = eIF4E–eIF4G protein interaction inhibitors, primary screen, biochemical, uHTS, TR-FRET, eIF4GI fragment. TR-FRET eIF4E-eIF4GI(517-606) binding, 2 h. inhibition, % at 21.7 µM. hit rate 0.37% among 220,000. AID 782, 2007;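 active means inhibition above about 30%, limit read from the data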;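 further: 0% = full FRET control wells and 100% = background wells lacking eIF4GI fragment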
FXIIa inh = human FXIIa protease inhibitors, primary screen, biochemical, 1536-well; purified FXIIa, Boc-QGR-AMC fluorogenic substrate, 2 h; inhibition, % at 5 µM; hit rate 0.3% among 220,000; in the data active means inhibition above about 40%;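 further: 0% = enzyme with no compound and 100% = blank without enzyme; many of its hits are not listed in these tables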
Rad51 HR inh = human RAD51 strand exchange inhibitors, primary screen, biochemical, fluorescence. DNA repair protein RAD51 homolog 1 (Homo sapiens), Q06609. hRad51 DNA strand exchange, fluorescence dequenching. inhibition, % at 10 µM. hit rate 0.085% among 200,000. AID 1385, 2008;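 active means inhibition above 40% at the single screening dose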;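 further: 0% = DMSO control wells and 100% = blanks with heterologous ssDNA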
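Test system: preformed human Rad51 ssDNA filaments. Compound dosing: single dose, 10 µM final compound. Incubation: filaments 15 min 37 °C, then compound 30 min. Technique: FRET fluorescence dequenching, excitation 485 nm, emission 520 nm. Read-out basis: percent inhibition from fluorescence, normalised to plate control and blank means. Benchmarks: plate controls and plate blanks.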
p97 inhibitor = inhibitors of human p97 ATPase, primary screen, biochemical. recombinant p97 ATPase, Kinase-Glo ATP luminescence, 3 h. inhibition, % at 8 µM. hit rate 0.42% among 220,000. AID 1481, 2009; in the data active means inhibition above about 15%;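 further: 0% = DMSO vehicle and 100% = wells lacking enzyme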
FXIa inh 1536 = human FXIa protease inhibitors, primary screen, biochemical, 1536-well; hit rate 0.14% among 220,000; AID 798, 2007; purified FXIa, Boc-Glu-Ala-Arg-AMC fluorogenic substrate; inhibition, % at 5 µM; Coagulation factor XI (Homo sapiens), P03951;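 active means inhibition of at least 40%; inactive means inhibition below 40%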;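 further: fluorescence of freed AMC excited at 355 nm; 0% = enzyme without compound and 100% = no enzyme blank; many of its hits are not listed in these tables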
Mdm2 ligase inh = MDM2-luciferase reporter signal enhancers, primary screen, MDM2 E3 ligase inhibitor project, cell-based, luminescence, 1536-well; E3 ubiquitin-protein ligase Mdm2 (Homo sapiens), Q00987; cell-based MDM2 ubiquitination luciferase reporter, 2 h; 0 = plate control, 100 = twice control, blank-subtracted; signal enhancement, % at 5 µM; hit rate 0.11% among 210,000;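 active means signal enhancement of 30% or more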;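 further: luminescence tracks abundance of the self-degrading MDM2-luciferase fusion protein; higher signal means inhibition of MDM2 E3 ligase activity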
Target sequence (Q00987 whole entry, looked up, the tested form may be a part): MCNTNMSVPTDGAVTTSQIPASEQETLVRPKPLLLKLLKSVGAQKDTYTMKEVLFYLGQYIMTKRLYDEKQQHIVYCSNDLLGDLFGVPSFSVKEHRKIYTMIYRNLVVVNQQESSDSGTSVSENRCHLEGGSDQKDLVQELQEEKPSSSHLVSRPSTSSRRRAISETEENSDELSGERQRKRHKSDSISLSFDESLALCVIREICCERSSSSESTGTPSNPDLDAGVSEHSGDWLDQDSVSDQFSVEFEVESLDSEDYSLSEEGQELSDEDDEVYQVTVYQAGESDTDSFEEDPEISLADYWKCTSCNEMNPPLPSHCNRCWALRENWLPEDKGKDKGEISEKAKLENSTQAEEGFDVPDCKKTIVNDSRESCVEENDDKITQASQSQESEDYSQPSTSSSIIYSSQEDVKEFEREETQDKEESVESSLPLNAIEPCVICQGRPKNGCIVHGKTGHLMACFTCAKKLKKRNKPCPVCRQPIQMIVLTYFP
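Timing – 2 h compound exposure at 37 °C · Assay system – mammalian cells stably expressing self-ubiquitinating, self-degrading MDM2 E3–luciferase fusion · Amount – 2000 cells seeded into each well · Measure – % luminescence enhancement versus blank-corrected plate control mean · Measured by – SteadyLite luminescence, 15 min reagent step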
Wee1 degr inh = Wee1 degradation inhibitors, primary screen, cell-based, HeLa, Wee1K328M-luciferase, luminescence; Wee1-like protein kinase (Homo sapiens), P30291; HeLa Luc-Wee1K328M stability; 100% = proteasome inhibitor MG132 effect; reporter increase, % at 5 µM; hit rate 1.2% among 220,000; AID 1321, 2008;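 active means activation above the mean of all tested compounds plus 3 SD, set per screening run, cut at about 8.8% in these data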;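 further: cells exposed to compound for 20 h before luminescence read; 0% = DMSO alone and 100% = MG132 at 30 µM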
14-3-3 Bad PPI = inhibitors of 14-3-3 zeta/Bad binding, primary screen, biochemical, TR-FRET, bovine 14-3-3 zeta | TR-FRET 14-3-3zeta/Dy647-pBad peptide displacement, 1 h | inhibition, % at 21.7 µM | hit rate 0.71% among 220,000;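 active means inhibition above about 70%, limit read from the data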;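 further: 0% = full 14-3-3 plus peptide FRET controls and 100% = background without 14-3-3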
Target sequence (P63103 whole entry, looked up): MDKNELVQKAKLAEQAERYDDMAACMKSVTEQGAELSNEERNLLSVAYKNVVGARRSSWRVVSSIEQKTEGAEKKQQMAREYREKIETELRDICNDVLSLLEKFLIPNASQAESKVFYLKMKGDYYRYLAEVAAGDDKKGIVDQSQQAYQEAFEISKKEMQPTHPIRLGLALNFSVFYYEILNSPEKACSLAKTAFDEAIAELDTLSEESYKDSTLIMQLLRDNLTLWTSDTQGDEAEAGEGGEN
* hit, by the source's call; i = inactive; x = not tested or not shown; [ ] = dose if it differs, or a comment. This is a random part of the collection, and some 3.5% of all compounds hit somewhere here.

SMILES	KLK5 inh	eIF4E 4G PPI	FXIIa inh	Rad51 HR inh	p97 inhibitor	FXIa inh 1536	Mdm2 ligase inh	Wee1 degr inh	14-3-3 Bad PPI
COc1ccc(N(CC(=O)Nc2ccc(OC)cc2OC)S(=O)(=O)c2ccccc2)cc1	-9	0	-4	2	1	-7	-7	-4	-6
CC(=O)OCC1(C)CN(c2ccccc2)N(C(=O)c2ccc(C(C)(C)C)cc2)C1=O (configuration not stated)	-1	1	1	6	-1	-5	-3	-1	-6
Cc1ccc(C(=O)NNC(=O)CSc2nnc(-c3ccncc3)n2C)cc1	0	-5[fluorescence artefact?]	-3	-5	-1	5	12	1	-3
O=C(Nc1ccc(-c2cn3c(n2)SCC3)cc1)c1ccc2ccccc2n1	13	-3	7	x	5	0	0	4	3
CCCCNC(=S)NNC(=O)CCn1nc(C)c(Br)c1C	-93	7[fluorescence artefact?]	-8	-9	4	-12	-4	0	-12
O=C1NC(=O)c2c(NC(=O)C3CCCO3)cccc21 (configuration not stated)	-6	0[fluorescence artefact?]	7	2	-2	-6	4	4	-9[fluorescence artefact?]
Cc1cc(C)c2nc(-c3ccccn3)cc(C(=O)Nc3cc(C)on3)c2c1	-10	-1	11	10	-1	0	-19	-1	4
CC/C(C)=N/Oc1nc(C)cc(C)n1	3	2	7	x	8	6	-3	6	4
CC(=O)Nc1ccc(S(=O)(=O)NCCc2ccccc2)cc1	3	1[fluorescence artefact?]	16	2	0	3	-9	0	3
O=C(Nc1ccc(Cl)cn1)C1CCCN1S(=O)(=O)c1ccc(Cl)cc1 (configuration not stated)	3	0	8	9	3	1	-15	0	-4
Oc1cccc(NC(=S)N=Nc2c(O)[nH]c3ccccc23)c1	78*	0	24	-5	2	21	-16	-1	-4
CCCOc1ccc(Cc2c(Cl)nc(SC)nc2OC)cc1	-19	6[fluorescence artefact?]	9	x	7	2	x	3	-4[fluorescence artefact?]
CC/C(=N\NC(=O)c1c[nH]c2ccccc12)c1cccs1	-9	1	10	x	6	10	7	2	-2
COc1c(Cl)cc(C(=O)Nc2ccc(Cl)cn2)cc1Cl	-24	0	15	25	3	0	-1	0	-6
CC1CCc2nc3ccccc3c(C(=O)OCC(=O)N3CCc4ccccc43)c2C1 (configuration not stated)	-10	6[fluorescence artefact?]	6	6	2	7	-3	-4	-15
Cc1c(C(=O)Oc2ccc(Cl)cc2)n(C)oc1=O	-6	4	7	-12	5	-8	-5	6	-2
Nc1nc2c(c3c1c(=O)oc1ccccc13)CCCCC2	-8	1	-2	5	0	-9	-4	-1	3
CCn1c(Cc2ccccc2)nnc1SCC(=O)Nc1nccs1	-10	x	26	4	-1	16	-11	0	x
COC(=O)/C(=N/Nc1ccccc1C)Sc1nnc(C(O)c2ccccc2)n1-c1ccccc1 (configuration not stated)	-10	13	9	-1	4	5	-4	2	-7
CN(C)c1cccc(NC(=O)Cc2ccc(F)cc2)c1	21	8	2	2	2	-4	-21	-1	2
Fc1ccc(NC(=S)N2CCSC2c2cccs2)cc1 (configuration not stated)	-3	-4	11	-5	5	0	-31	2	-6
Cc1ccc(-n2ncc(-c3nnc(SCC(=O)NC4CCCC4)o3)c2N)cc1C	-20	3	1	x	-7	-14	-9	2	4
O=C(COc1ccc(-c2ccccc2)cc1)NNC(=O)NC1CCCCC1	-5	5	0	-7	5	-4	-8	0	7
CCOC(=O)/C(C)=N/NC(=O)c1ccc([N+](=O)[O-])cc1	-10	2	3	3	5	-4	-11	3	-5
O=C(CN1CCN(c2ccc(F)cc2)CC1)Nc1cccnc1Cl	-1	0	9	32	3	1	-11	0	-7
Cc1ccc(OCCCSc2ncccn2)cc1C	-4	-2	17	-8	-1	9	6	1	2[fluorescence artefact?]
Cc1nn(CC(=O)NCc2ccccn2)c(C)c1[N+](=O)[O-]	24	5	14	x	4	2	3	-1	-5
Cc1cc(OC2CCCCC2)nc(-c2ccccc2O)n1	0	4	1	9	-1	-7	-13	-3	8
CCOc1ccc(NC2=C(Cl)C(=O)N(C3CCCCC3)C2=O)cc1	-18	3[fluorescence artefact?]	1	2	-2	-4	-6	-4	2
O=C(CCN1CCN(CC(=O)Nc2ccccc2F)CC1)Nc1ccccc1F	14	2[fluorescence artefact?]	6	0	0	-1	3	0	0
COc1ccc(C(c2nnnn2Cc2cccs2)N2CCN(c3ccccc3F)CC2)cc1 (configuration not stated)	2	-4	1	2	2	-7	-7	-1	-2
Cc1nc2c(C(=O)NCc3ccccc3Cl)c[nH]n2c(=O)c1Cl	-8	x	8	6	15*	-2	-1	0	x
CC(=O)Nc1c(S(=O)(=O)c2ccccc2)c2nc3ccccc3nc2n1Cc1ccccc1	-76	8	5	-6	-5	-1	-5	-2	15
Cc1ccc2occ(CN3CCN(Cc4ccccc4)CC3)c(=O)c2c1	-12	-8	16	x	4	7	-15	-3	72*
CN(C)CCCNC(=O)c1ccc(Oc2ccccc2)cc1	9	-2	24	-15	-7	8	-9	0	-2
COc1ccccc1NC(=S)N(Cc1ccc(C(=O)O)cc1)Cc1ccc(OC)c(OC)c1	5	0	3	-122	1	0	-23	0	-11
CC1=C(C#N)C(NC(=O)c2ccc(Cl)cc2)(C(F)(F)F)C(=O)N1 (configuration not stated)	-19	-2	8	x	3	10	x	-1	3[fluorescence artefact?]
Nc1cccc(S(=O)(=O)c2ccc(N)c(N)c2)c1	-2	7	8	17	6	-1	-6	1	-17
C=C(C)c1cccc(C(C)(C)NC(=O)Nc2nnc(C(C)C)s2)c1	0	-14	5	9	-1	-3	x	4	-3
O=C(c1ccc(F)cc1)N1CCN=C1c1ccccc1	-19	14[fluorescence artefact?]	-3	8	4	-8	2	2	-11
CSc1nnc(C(C)(C)C)c(=O)n1/N=C/c1ccc(C(C)C)cc1	2	-1	14	-10	-6	2	-61	0	-1
CCC(=O)c1ccc(N2CCOCC2)c(F)c1	-9	-1	14	0	0	4	x	2	-5
Cc1ccc(CNc2nc3ccccc3n3cnnc23)cc1	-4	-2[fluorescence artefact?]	8	-3	-1	0	-9	3	4
Cc1cc(C)n2nc(C(=O)NCc3ccccc3)cc2n1	-2	30*	6	-7	-4	-1	-12	2	-10
CCCCN1C(=O)/C(=C/C=C2\N(C)c3ccccc3C2(C)C)SC1=S	3	-1	-38	i	-3	6	-2	3	1
COC(=O)[C@@H](NC(=O)c1ccc(OC2CCN(Cc3ccccn3)CC2)cc1)C(C)C	-6	0	3	1	5	-4	-15	5	-6
CCN(CC(=O)NC1CCCCC1)S(=O)(=O)c1ccc(Cl)cc1	-7	7[fluorescence artefact?]	10	-4	-5	-4	-15	2	-13
CCOc1ccc(/C=C2/SC(=S)N(n3c(C)ccc3C)C2=O)cc1	25	0	4	1	-3	1	-21	0	-3
O=C(COc1ccc([N+](=O)[O-])cc1)Nc1ccc(C(=O)NCc2cccnc2)cc1	3	9[fluorescence artefact?]	15	2	3	2	1	2	-8
CC(C)c1ccc2occ(-c3nn[nH]n3)c(=O)c2c1	-7	-2	6	4	4	10	-1	0	5[fluorescence artefact?]
C1=CC2CC1CC2CN1CCN(Cc2ccccc2)CC1 (configuration not stated)	-22	0[fluorescence artefact?]	7	-4	0	5	-5	-2	46[fluorescence artefact?]
Cn1c(SCc2n[nH]c(=S)o2)nnc1-c1ccccc1	-29	4	2	x	5	2	x	2	6[fluorescence artefact?]
Cc1ccccc1CN(CC1CCC(C(=O)O)CC1)C(=S)Nc1ccccc1F (configuration not stated)	x	-4	10	x	2	0	-16	-1	-3
Cn1c(=O)n(Cc2ccc(Cl)cc2)c(=O)c2c1nc1n2CCN1Cc1ccco1	-4	-14	14	-3	-2	2	-17	1	-10
COC(=O)CC1C(=O)NCCN1C(=O)Nc1cccc(Cl)c1 (configuration not stated)	5	-8	9	0	1	2	-13	4	9
CCOC(=O)c1cccnc1SCC(=O)NCc1ccccc1	-5	5	8	-6	1	4	-5	-1	28
COCc1[nH]nc2c1C(c1c(F)cccc1Cl)C(C#N)=C(N)O2 (configuration not stated)	-7	x	9	-4	4	-3	-18	3	x

Some of the entries so far, with values under each structure.
Each structure is followed by: KLK5 inh	eIF4E 4G PPI	FXIIa inh	Rad51 HR inh	p97 inhibitor	FXIa inh 1536	Mdm2 ligase inh	Wee1 degr inh	14-3-3 Bad PPI
- CCN(CC(=O)NC1CCCCC1)S(=O)(=O)c1ccc(Cl)cc1
 : -7	7[fluorescence artefact?]	10	-4	-5	-4	-15	2	-13
- CCOc1ccc(/C=C2/SC(=S)N(n3c(C)ccc3C)C2=O)cc1
 : 25	0	4	1	-3	1	-21	0	-3

Sorted by SMILES length (descending): some entries from above.
SMILES	KLK5 inh	eIF4E 4G PPI	FXIIa inh	Rad51 HR inh	p97 inhibitor	FXIa inh 1536	Mdm2 ligase inh	Wee1 degr inh	14-3-3 Bad PPI
COC(=O)[C@@H](NC(=O)c1ccc(OC2CCN(Cc3ccccn3)CC2)cc1)C(C)C	-6	0	3	1	5	-4	-15	5	-6
O=C(COc1ccc([N+](=O)[O-])cc1)Nc1ccc(C(=O)NCc2cccnc2)cc1	3	9[fluorescence artefact?]	15	2	3	2	1	2	-8
Cn1c(=O)n(Cc2ccc(Cl)cc2)c(=O)c2c1nc1n2CCN1Cc1ccco1	-4	-14	14	-3	-2	2	-17	1	-10
CCCCN1C(=O)/C(=C/C=C2\N(C)c3ccccc3C2(C)C)SC1=S	3	-1	-38	i	-3	6	-2	3	1
Cc1ccccc1CN(CC1CCC(C(=O)O)CC1)C(=S)Nc1ccccc1F (configuration not stated)	x	-4	10	x	2	0	-16	-1	-3
COCc1[nH]nc2c1C(c1c(F)cccc1Cl)C(C#N)=C(N)O2 (configuration not stated)	-7	x	9	-4	4	-3	-18	3	x
CCN(CC(=O)NC1CCCCC1)S(=O)(=O)c1ccc(Cl)cc1	-7	7[fluorescence artefact?]	10	-4	-5	-4	-15	2	-13
CC(C)c1ccc2occ(-c3nn[nH]n3)c(=O)c2c1	-7	-2	6	4	4	10	-1	0	5[fluorescence artefact?]
CCOC(=O)c1cccnc1SCC(=O)NCc1ccccc1	-5	5	8	-6	1	4	-5	-1	28
C1=CC2CC1CC2CN1CCN(Cc2ccccc2)CC1 (configuration not stated)	-22	0[fluorescence artefact?]	7	-4	0	5	-5	-2	46[fluorescence artefact?]
